Source: PubChem BioAssay (National Center for Advancing Translational Sciences (NCATS))
mIDH1 inhibitor – blocks human mutant IDH1 R132H enzyme. 0.093% of 390,000 active. Potency, µM (top dose mostly 76.6 µM), without a hit: top-dose activity change, negative = inhibition, hits mostly inhibitors. IDH1-R132H enzyme, NADPH consumption, diaphorase/resazurin fluorescence. O75874. AID 602179; also: % is scaled to controls: 0 for no effect and ±100 for the full control effect; nearly all actives have a fitted effect of over 65% in size
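IDH1-R132H (0.5 ug/mL) preincubated 30 min with compound, then NADPH (0.016 mM) and alpha-KG (2 mM) added; 80 min at RT, pH 7.5. Remaining NADPH coupled via diaphorase/resazurin to fluorescence (540/590 nm); concentration-response curves normalized to no-enzyme control.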
Vif-A3F inh – blocks the Vif interaction with APOBEC3F; HeLa A3F-eYFP + Vif (tagged APOBEC3F with the HIV-1 protein that degrades it), YFP fluorescence increase; 0.2% of 390,000 active; AID 602313; Potency, µM (series often up to 46.1 µM), for the others: top-dose activity, negative = active; also: % of control where 0% means no effect; nearly all actives have a fitted effect of over 65% in size
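HeLa cells stably expressing Vif plus C-terminally eYFP-tagged A3F were seeded, incubated overnight at 37 deg C, dosed with compound, incubated overnight again at 37 deg C. Yellow fluorescence (Ex 488/Em 500-530) reported blocked Vif-mediated A3F-eYFP degradation.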
TrxR1 inh – blocks rat thioredoxin reductase 1; recombinant rTrxR1, NADPH fluorescence consumption, selenite substrate; Potency, µM (highest dose often 114 µM), for the others: at the highest dose activity change, negative = inhibition, actives largely listed as inhibitors; 1% of 390,000 active; AID 588453; also: % is scaled to controls: 0 for no effect and ±100 for the full control effect; nearly all actives have a fitted effect of over 65% in size
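Rat TrxR1 (90 nM in the dispensed reagent) was pre-reduced with 400 uM NADPH for 5 min at room temperature, then incubated with compound for 15 min. After 400 uM selenite was added, NADPH fluorescence (Ex 340/Em 450 nm) was followed for 8 min.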
12-LOX inh – blocks human arachidonate 12S-lipoxygenase | P18054 | 1.1% of 580,000 active | Potency, µM (titrated, usually from 108 µM), for the others: top-dose activity change, negative = inhibition, usual class: inhibitors | AID 1671190 | purified 12hLO, xylenol orange hydroperoxide absorbance; also: % is scaled to controls: 0 for no effect and ±100 for the full control effect
Target sequence (P18054 whole entry, looked up): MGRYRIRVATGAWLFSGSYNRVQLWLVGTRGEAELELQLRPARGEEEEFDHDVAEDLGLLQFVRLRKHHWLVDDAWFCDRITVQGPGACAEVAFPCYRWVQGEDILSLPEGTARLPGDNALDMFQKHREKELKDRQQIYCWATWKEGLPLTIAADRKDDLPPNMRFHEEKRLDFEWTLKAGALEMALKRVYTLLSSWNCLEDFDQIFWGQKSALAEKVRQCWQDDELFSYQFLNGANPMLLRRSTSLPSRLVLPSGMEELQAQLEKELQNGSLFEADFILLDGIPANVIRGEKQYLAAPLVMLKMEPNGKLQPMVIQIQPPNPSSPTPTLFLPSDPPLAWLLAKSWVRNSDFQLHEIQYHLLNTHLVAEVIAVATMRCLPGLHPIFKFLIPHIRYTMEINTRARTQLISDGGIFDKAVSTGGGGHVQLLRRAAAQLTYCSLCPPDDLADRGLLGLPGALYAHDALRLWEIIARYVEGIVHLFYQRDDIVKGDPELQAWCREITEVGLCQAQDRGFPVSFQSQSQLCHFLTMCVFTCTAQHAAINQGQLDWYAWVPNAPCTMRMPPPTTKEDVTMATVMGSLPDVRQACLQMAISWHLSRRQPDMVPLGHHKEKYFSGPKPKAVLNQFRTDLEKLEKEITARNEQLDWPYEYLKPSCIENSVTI
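Purified human 12hLO (150 nM final) in 25 mM Hepes, 0.01% Triton X-100, pH 7.0 was preincubated 15 min at room temperature with compound. Then 40 uM arachidonic acid was added, 30 min. Hydroperoxide was read by Fe-XO absorbance ratio 573/405 nm.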
Vif-APOBEC3G blk – Vif-A3G binding inhibition; HeLa A3G-eYFP + Vif (tagged APOBEC3G with the HIV-1 protein that degrades it), YFP fluorescence, overnight; 0.076% of 410,000 active; AID 602310; Potency, µM (doses to about 46.1 µM), without a hit: at the top dose activity, negative = active, actives largely listed as inhibitors;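 also: % is scaled to controls: 0 for no effect and ±100 for the full control effect; nearly all actives have a fitted effect of over 60% in size; hits raise eYFP signal because A3G escapes Vif-driven loss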
Target sequence (Q9HC16 whole entry, looked up): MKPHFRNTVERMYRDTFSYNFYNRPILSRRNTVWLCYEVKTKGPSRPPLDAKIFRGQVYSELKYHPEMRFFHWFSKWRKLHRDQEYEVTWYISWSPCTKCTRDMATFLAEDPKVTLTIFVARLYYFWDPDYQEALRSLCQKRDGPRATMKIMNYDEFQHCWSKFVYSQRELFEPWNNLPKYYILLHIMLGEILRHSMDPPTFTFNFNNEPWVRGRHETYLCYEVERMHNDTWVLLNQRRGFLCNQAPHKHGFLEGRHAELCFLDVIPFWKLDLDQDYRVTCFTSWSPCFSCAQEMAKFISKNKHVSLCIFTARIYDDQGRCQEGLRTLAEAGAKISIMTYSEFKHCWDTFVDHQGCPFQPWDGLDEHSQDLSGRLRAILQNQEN
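HeLa cells stably expressing Vif and C-terminally eYFP-tagged A3G, seeded overnight at 37 deg C, then exposed to compound by pintool overnight at 37 deg C. Rise in yellow fluorescence (Ex 488/Em 500-530, Acumen) marks blocked Vif-driven A3G degradation.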
RXFP1 ag – RXFP1 (human) receptor agonism. Q9HBX9. HEK293T-RXFP1 cAMP TR-FRET, 30 min; response scale: percent of porcine relaxin response, buffer zero. Potency, µM (titrated, usually from 57.5 µM), without a hit: top-dose activation, actives largely listed as activators. 0.3% of 370,000 active. AID 2676; also: % is scaled to controls: 0 for no effect and ±100 for the full control effect; nearly all actives have a fitted effect of over 60% in size; many of its hits are not listed in these tables
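HEK293 cells stably expressing RXFP1, treated 30 min at 37C with compounds plus PDE4 inhibitor Ro 20174; cAMP measured by HTRF TR-FRET. Normalized to buffer and 29 nM porcine relaxin; EC50 by Hill fit.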
USP1 inh – inhibitors of human USP1/UAF1 deubiquitinase | recombinant USP1/UAF1, Ub-Rhodamine cleavage fluorescence | Potency, µM (highest dose often 57.1 µM), for the others: at the highest dose activity change, negative = inhibition, usual class: inhibitors | 0.23% of 390,000 active; also: % is scaled to controls: 0 for no effect and ±100 for the full control effect; nearly all actives have a fitted effect of over 60% in size; inactives centre near -12
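High-throughput fluorogenic screen: 1nM USP1/UAF1 complex, Ub-Rho substrate 150nM final, 50mM HEPES pH 7.8 with 0.5mM EDTA, 0.1 mg/ml BSA, 1mM TCEP and 0.01% Tween-20.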
RGS4 inhibitor – blocks human RGS4-accelerated GTP hydrolysis. P49798. 0.039% of 390,000 active. Transcreener GDP fluorescence polarization, RGS4-accelerated GTP hydrolysis. Potency, µM (series often up to 114 µM), for inactives: at the top dose activity change, negative = inhibition, usual class: inhibitors; also: % is scaled to controls: 0 for no effect and ±100 for the full control effect; nearly all actives have a fitted effect of over 75% in size; some results filed as inactive show a strong effect at the top dose
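MLSMR compounds (23 nl, pin-transferred) preincubated 10 min at room temperature with a 500nM (2x) first reagent, then RGS4 at 900nM (2x) plus Transcreener GDP mix added; fluorescence polarization (620/688 nm) read before and after 90 min at 30 °C.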
TrxR1 substrate – is turned over as a substrate by rat TrxR1; O89049; purified TrxR1 substrate turnover, NADPH consumption readout; Potency, µM (series often up to 114 µM), for the others: at the highest dose activity change, negative = substrate turnover; 0.01% of 390,000 active; also: % is scaled to controls: 0 for no effect and ±100 for the full control effect; nearly all actives have a fitted effect of over 50% in size
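Rat TrxR1, dispensed at 90 nM, was prereduced with 400 uM NADPH (final) for 5 min at ~22 deg C, then incubated with compound 15 min before 400 uM selenite. A first-read NADPH fluorescence drop versus no-compound background flagged substrates.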
Starred values were filed as active, the others as inactive; ? = inconclusive; nt = not tested or not shown; [ ] = remark or other dose. Calls follow the shape of the dose curve; as a rule, active = well fitted curve in the direction sought with a large enough effect; inconclusive = small, poorly fitted or top-dose-only effect, or another doubt; inactive = no such curve, though single readings can be large; an effect the other way counts as inactive or inconclusive. Potency is read from the fitted curve at half-maximal effect. Some of the compounds tested (hit frequency here may not be typical).

SMILES	mIDH1 inhibitor	Vif-A3F inh	TrxR1 inh	12-LOX inh	Vif-APOBEC3G blk	RXFP1 ag	USP1 inh	RGS4 inhibitor	TrxR1 substrate
Cc1cc(C)cc(N=c2c([N+](=O)[O-])nn(-c3ccc4c(c3)OCCO4)n2O)c1	5%	-29%	3%	-4%	0%	2.8%	-11%	-12%	-10%
COc1ccc(S(=O)(=O)N2CCN(c3ccc4nnc(-c5ccc(F)cc5)n4n3)CC2)cc1	0%	-9%	14%	?	-11%	1.9%	-31%	-11%	5%
COC(=O)c1ccc(Cn2nnc3sc4c(c3c2=O)CCC(C)C4)cc1 (stereo not given)	3%	3%	8%	-2%	-2%	1.4%	2%	-7%	-6%
Cc1ccc2nc(Nc3ccccc3)c(C=O)c(=O)n2c1	4%	-5%	2%[57.1 µM]	-18%	-4%	-1.0%	-15%	3%	10%[2.29 µM]
CN(c1cccnc1)c1ncnc2[nH]ncc12	7%	-1%	-15%[0.0914 µM]	2%	0%	9.2%	-13%	-15%	4%
COc1ccc(NC(=O)CC2C(=O)N(c3ccc(OC)cc3)C(=S)N2NC(=O)c2cccc(F)c2)cc1 (stereo not given)	-4%	1%	15%	0%	-9%	0.3%	-13%	-47%	15%[57.1 µM]
CCOc1cc2c(C#N)c(N3CCCCC3)nc(N)c2c(N)n1	5%	-9%	17%	19%	-8%	4.3%	?	5%	57%[activator]
O=S1c2ccccc2Sc2ccccc21	4%	-1%	21%[11.4 µM]	-1%	1%	nt	0%	4%	14%[57.1 µM]
Cc1ccc(S(=O)(=O)N(C)C[C@@H]2Oc3ncc(Br)cc3C(=O)N([C@H](C)CO)C[C@@H]2C)cc1	2%	-1%	nt	50%[activator]	-5%	nt	9%	nt	nt
COc1cc(C(C)=O)ccc1OCC(=O)NCc1ccccc1CN1CCCC1	2%	-9%	nt	6%	2%	nt	?	nt	nt

Five compounds from above, showing only TrxR1 inh, RGS4 inhibitor and Vif-A3F inh.
| compound | TrxR1 inh | RGS4 inhibitor | Vif-A3F inh |
| --- | --- | --- | --- |
| COc1ccc(NC(=O)CC2C(=O)N(c3ccc(OC)cc3)C(=S)N2NC(=O)c2cccc(F)c2)cc1 (stereo not given) | 15% | -47% | 1% |
| CCOc1cc2c(C#N)c(N3CCCCC3)nc(N)c2c(N)n1 | 17% | 5% | -9% |
| O=S1c2ccccc2Sc2ccccc21 | 21%[11.4 µM] | 4% | -1% |
| Cc1ccc(S(=O)(=O)N(C)C[C@@H]2Oc3ncc(Br)cc3C(=O)N([C@H](C)CO)C[C@@H]2C)cc1 | nt | nt | -1% |
| COc1cc(C(C)=O)ccc1OCC(=O)NCc1ccccc1CN1CCCC1 | nt | nt | -9% |

Next part.
SMILES	mIDH1 inhibitor	Vif-A3F inh	TrxR1 inh	12-LOX inh	Vif-APOBEC3G blk	RXFP1 ag	USP1 inh	RGS4 inhibitor	TrxR1 substrate
COc1ccc(NS(=O)(=O)c2cc(NC(=O)c3cc(=O)c4ccccc4o3)ccc2OC)cc1	12%	2%	20%[57.1 µM]	0%	-5%	-0.4%	-15%	36%	3%[57.1 µM]
CCCc1nc2n[nH]c(N)c2c2c1COC(C)(C)C2	3%	3%	-13%	29%	3%	1.7%	-5%	-2%	-8%
CC1Cc2ccccc2N1C(=O)CN1CCCCC1 (stereo not given)	-3%	8%	0%	-17%	-1%	3.1%	-22%	-2%	-4%
COc1ccc(CN(C)C(=O)CNC(=O)c2ccc(C)cc2)cc1	1%	6%	17%[57.1 µM]	-7%	1%	2.2%	-16%	-12%	9%[57.1 µM]
COc1cc(C(=O)NNC(=O)C2CC=CCC2C(=O)O)cc(OC)c1OC (stereo not given)	1%	0%	-14%	-18%	?	2.6%	-4%	-1%	-13%
NS(=O)(=O)c1cccc2c1c([N+](=O)[O-])cc1nc(O)c(O)nc12	11%	8%	-9%[57.1 µM]	?	-3%	-0.1%	5%	?	-2%[57.1 µM]
COc1ccc(S(=O)(=O)NCC2CCCN(Cc3cccc(C(C)=O)c3)C2)cc1 (stereo not given)	0%	1%	-8%	-8%	0%	1.5%	-3%	28%	-6%
O=C(O)c1ccc(-n2c(-c3cc(C4CC4)[nH]n3)n[nH]c2=S)cc1	4%	7%	-21%	-14%	1%	4.5%	-9%	10%	2%
Cc1cc(OCC(=O)Nc2ccc3oc(=O)ccc3c2)ccc1Cl	2%	-1%	20%	-11%	0%	?	-17%	-15%	16%
N/C(=N\OC(=O)c1ccccc1[N+](=O)[O-])c1ccccn1	3%	3%	24%[57.1 µM]	5%	0%	0.6%	1%	31%	5%[57.1 µM]
Nc1ccccc1SC(CC(=O)c1ccccc1)c1ccc([N+](=O)[O-])cc1 (stereo not given)	11%	-2%	nt	?	?	nt	-20%	nt	nt
CCc1ccc(N2CCn3c2nc2c3c(=O)n(C/C=C/c3ccccc3)c(=O)n2C)cc1	0%	3%	28%	-15%	5%	-0.3%	1%	27%	12%[11.4 µM]
Cc1ccc(NC(=O)c2cc(S(=O)(=O)c3ccccc3)ccc2Cl)cc1	-7%	-1%	?	3%	5%	-0.4%	-5%	19%	-15%
CC(C)c1ccc(-c2nc3ccccc3s2)cc1	12%	-5%	12%	-10%	-7%	0.6%	-24%	-17%	-2%
Oc1cccc(C2c3[nH]c4ccccc4c3CCN2Cc2cnn(-c3ccccc3)c2)c1 (stereo not given)	-8%	-9%	20%[57.1 µM]	44%[activator]	-14%	2.8%	-12%	7%	9%[57.1 µM]
CN(C)c1ccc(CNC(=O)Cn2c(=O)oc3cc(S(=O)(=O)NCc4ccccc4)ccc32)cc1	8%	4%	14%[57.1 µM]	-24%	5%	0.1%	-25%	8%	1%[57.1 µM]
Cc1cc(C)cc(N2CCCC2=O)c1	7%	0%	8%[57.1 µM]	0%	0%	1.1%	-8%	38%	7%[57.1 µM]
COc1cc(NC(=O)CN2CCN(S(=O)(=O)c3ccc(Br)cc3)CC2)cc(OC)c1	22%	4%	12%	?	6%	3.0%	-1%	-16%	3%
Cc1cc(S(=O)(=O)NCc2ccccn2)c(Cl)cc1Cl	-1%	1%	24%	7%	3%	-1.2%	-23%	20%	1%
Nc1ccc(S(=O)(=O)Nc2cc(Cl)c(N)c(Cl)c2)cc1	9%	-9%	3%[2.29 µM]	-5%	0%	nt	-23%	-21%	3%[57.1 µM]

Single entries from the results shown.
Result of Cc1cc(C)cc(N2CCCC2=O)c1 in TrxR1 inh: 8%[57.1 µM]
Result of O=S1c2ccccc2Sc2ccccc21 in 12-LOX inh: -1%

Profiles, quoted from the list. Order of values: mIDH1 inhibitor, Vif-A3F inh, TrxR1 inh, 12-LOX inh, Vif-APOBEC3G blk, RXFP1 ag, USP1 inh, RGS4 inhibitor, TrxR1 substrate
Results for CN(C)c1ccc(CNC(=O)Cn2c(=O)oc3cc(S(=O)(=O)NCc4ccccc4)ccc32)cc1 → 8%, 4%, 14%[57.1 µM], -24%, 5%, 0.1%, -25%, 8%, 1%[57.1 µM]
Results for Nc1ccc(S(=O)(=O)Nc2cc(Cl)c(N)c(Cl)c2)cc1 → 9%, -9%, 3%[2.29 µM], -5%, 0%, nt, -23%, -21%, 3%[57.1 µM]

The list continues:
SMILES	mIDH1 inhibitor	Vif-A3F inh	TrxR1 inh	12-LOX inh	Vif-APOBEC3G blk	RXFP1 ag	USP1 inh	RGS4 inhibitor	TrxR1 substrate
COc1ccc(NC(=O)/C(C#N)=C/c2cc(C)n(-c3ccc(F)cc3)c2C)cc1	0%	-1%	-1%	-14%	3%	0.4%	-12%	1%	7%[11.4 µM]
COc1cc(NC(=O)CSc2nc(=O)n(CCN3CCOCC3)c3c2CCCC3)cc(OC)c1	-3%	0%	9%	-16%	-1%	0.6%	-1%	1%	-5%
C/C(=C\C(=O)c1cccnc1)Nc1ccc(C(=O)O)cc1	-1%	2%	?	?	0%	0.0%	-21%	-41%	-15%
O=C(NCCC1=CCCCC1)C1CCN(S(=O)(=O)N2CCOCC2)CC1	8%	-14%	20%	2%	0%	2.0%	-8%	-13%	11%
Cc1ccc(S(=O)(=O)N2CCCCC2)cc1NC(=O)COC(=O)c1cc[n+]([O-])cc1	2%	0%	-3%	17%	0%	1.0%	-8%	-21%	-3%
O=C(OCC(=O)N1CCCc2ccccc21)c1cccc(S(=O)(=O)N2CCc3ccccc32)c1	1%	3%	4%	-27%	0%	0.8%	-21%	-2%	-7%
CCCc1cc(=O)oc2c(C)c(OCC(=O)Nc3cccnc3)ccc12	-4%	4%	3%	-21%	0%	2.8%	-17%	25%[11.4 µM]	-27%
COCCn1c(SCC(=O)Nc2cc(C)on2)nc2ccccc2c1=O	-12%	6%	18%	4%	1%	5.0%	-13%	15%	2%
O=C(NCC(c1ccco1)N1CCc2ccccc2C1)c1ccc(Cl)cc1 (stereo not given)	3%	-9%	-3%	14µM*	-4%	1.7%	-20%	1%	0%
C[C@@H]1CN([C@H](C)CO)S(=O)(=O)c2ccc(C#Cc3ccccc3F)cc2O[C@H]1CN(C)C(=O)c1ccc2c(c1)OCO2	?	-1%	nt	?	-4%	nt	-22%	nt	nt
